PTHR1 agonist – activates the human parathyroid hormone receptor PTHR1; HEK293 GP2 PTHR1 cells, GloSensor cAMP luminescence, 1 h; AID 743266; actives 0.075% (n = 410,000); Q03431; Potency, µM (titrated, usually from 115 µM), without a hit: at the top dose activation, most hits filed as activators; note: potency is the fitted concentration of half-maximal effect; nearly all actives have a fitted effect of over 55% in size; some results filed as inactive show a strong effect at the top dose; inactives centre near -15; many of its hits are not listed in these tables
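HEK-293-derived GP2 cells expressing PTHR1 and a GloSensor cAMP reporter, 3,000/well, plated overnight, given luciferin plus IBMX (each 0.5 mM as added) for 1 h at 37 °C, then compound for 1 h at 37 °C. Luminescence was read after 15 min at room temperature.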
GLP1R inv ag – acts as inverse agonist at human GLP-1 receptor; P43220; HEK293 GLP-1R CRE-luciferase, luminescence, 24 h; GLP-1R form is constitutively active; actives 1.6% (n = 410,000); Potency, µM (series often up to 38.3 µM), for the others: at the top dose activity change, negative = inhibition, most hits filed as inhibitors; note: potency is the fitted concentration of half-maximal effect; % is set by controls: 0 for no effect and ±100 for the full control effect; nearly all actives have a fitted effect of over 55% in size
Target sequence (P43220 whole entry, looked up): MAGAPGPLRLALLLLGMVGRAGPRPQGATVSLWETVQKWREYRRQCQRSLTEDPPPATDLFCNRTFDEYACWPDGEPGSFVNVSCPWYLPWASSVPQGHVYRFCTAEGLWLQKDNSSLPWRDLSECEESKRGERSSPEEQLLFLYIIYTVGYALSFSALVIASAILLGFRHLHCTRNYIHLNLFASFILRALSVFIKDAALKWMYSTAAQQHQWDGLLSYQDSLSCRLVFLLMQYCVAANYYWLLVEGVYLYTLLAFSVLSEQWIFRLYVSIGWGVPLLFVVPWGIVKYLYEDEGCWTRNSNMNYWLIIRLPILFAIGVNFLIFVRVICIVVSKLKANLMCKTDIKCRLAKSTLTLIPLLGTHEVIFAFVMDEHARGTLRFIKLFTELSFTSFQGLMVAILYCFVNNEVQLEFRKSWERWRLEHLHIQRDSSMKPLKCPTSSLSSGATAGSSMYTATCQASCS
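Inverse agonists were sought by their lowering of basal cAMP reporter luciferase output in HEK293 cells stably carrying constitutively active human GLP-1R, after 24 h compound treatment.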
KB-V1 MDR tox – kills drug-selected multidrug resistant KB-V1 cells; actives 3.4% (n = 400,000); KB-V1 MDR cells viability, CellTiter-Glo, 72 h; Potency, µM (titrated, usually from 46.1 µM), for inactives: top-dose activity change, negative = cytotoxicity, most hits filed as cytotoxic; AID 1347076; note: potency is the fitted concentration of half-maximal effect; % is set by controls: 0 for no effect and ±100 for the full control effect; nearly all actives have a fitted effect of over 60% in size
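Readout: CellTiter-Glo luminescence, 10 min after addition. Cells: KB-V1 MDR subline, 72 h at 37 degrees C with compound. Analysis: corrected, normalized data fitted to concentration-effect curves.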
D3 antag – antagonists of human D3 dopamine receptor. P35462. D3R cells, DiscoveRx beta-arrestin luminescence, antagonist mode; hits give low values. max response, negative = inhibition, %. actives 2.5% (n = 360,000); in the data active = max response below about -50%; inconclusive = no clear call, values can overlap the other calls; note: % is set by controls: 0 for no effect and ±100 for the full control effect; mostly tested at two doses, the higher about 12 µM
Target sequence (P35462 whole entry, looked up): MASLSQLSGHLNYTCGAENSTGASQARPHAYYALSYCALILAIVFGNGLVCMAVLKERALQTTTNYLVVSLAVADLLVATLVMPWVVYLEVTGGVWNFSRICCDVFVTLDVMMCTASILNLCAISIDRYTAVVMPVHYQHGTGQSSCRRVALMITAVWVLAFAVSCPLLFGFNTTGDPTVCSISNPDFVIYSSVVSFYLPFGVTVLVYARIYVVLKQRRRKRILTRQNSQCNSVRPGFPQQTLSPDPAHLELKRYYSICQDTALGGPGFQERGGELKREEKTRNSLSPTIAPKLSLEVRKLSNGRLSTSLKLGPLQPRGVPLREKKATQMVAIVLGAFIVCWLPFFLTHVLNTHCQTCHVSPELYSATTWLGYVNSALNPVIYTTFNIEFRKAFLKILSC
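Cells plated overnight at 1500 cells/well, then exposed to library compounds with dopamine controls for 90 minutes at 37 degrees C. DiscoveRx reagent added for 30–60 minutes at room temperature; luminescence read, quantitative HTS format.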
aSyn yeast inh – alpha-synuclein toxicity inhibition in yeast; Yeast expressing alpha-synuclein, growth rescue, BacTiter-Glo, 24 h; Potency, µM (top dose mostly 46.1 µM), without a hit: top-dose growth rescue (activation), most hits filed as activators; actives 0.14% (n = 370,000); note: potency is the fitted concentration of half-maximal effect; % of control where 0% means no effect; nearly all actives have a fitted effect of over 65% in size
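Galactose-induced alpha-syn yeast (OD600=0.02, raffinose-pregrown) + pinned cpd, 24 hr, 30 deg C; growth by BacTiter-Glo luminescence. Growth restoration scores as activation.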
HEK293 tox – cytotoxicity in counter-screen for GLP-1R inverse agonists | HEK293 cAMP-luciferase reporter cells, luminescence, 24 h | Potency, µM (doses to about 38.3 µM), for the others: top-dose activity change, negative = inhibition, usual class: inhibitors | actives 0.13% (n = 410,000);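 note: loss of luciferase light is scored as toxicity; potency is the fitted concentration of half-maximal effect; % is set by controls: 0 for no effect and ±100 for the full control effect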
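To flag toxic compounds, the library was rerun on cells for 24 hr at 37 deg C and 5% CO2. Viability-linked luminescence was captured 12 min after adding luciferase detection reagent.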
TDP43 rescue – inhibitors of TDP-43 toxicity in yeast | TDP-43 expressing yeast growth rescue, BacTiter-Glo, 24 h | Potency, µM (doses to about 46.1 µM), without a hit: at the highest dose growth rescue (activation), usual class: activators | actives 1.8% (n = 410,000) | AID 652104; note: potency is the fitted concentration of half-maximal effect; % of control where 0% means no effect; nearly all actives have a fitted effect of over 50% in size
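Yeast cells expressing TDP-43 under galactose induction are exposed to compounds for 24 hr at 30 deg C. BacTiter-Glo luminescence measures growth, so protective compounds score as activators.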
GLP1R ag – activates the human GLP-1 receptor | P43220 | actives 0.007% (n = 380,000) | Potency, µM (series often up to 45.6 µM), inactives show at the top dose activation, actives largely listed as activators | HEK293 GLP-1R CRE-luciferase, luminescence, 4-6 h; cells express a hypersensitive GLP-1R form; note: potency is the fitted concentration of half-maximal effect; % of control where 0% means no effect
D3 ag – activates the human D3 dopamine receptor. P35462. D3R DiscoveRx beta-arrestin cells, luminescence, 90 min. max activation, %. actives 0.58% (n = 410,000). AID 652048; in the data active = max activation above about 30%; note: 0% is about no effect; mostly tested at two doses, the higher about 12 µM
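Agonist-mode cell screen: cells plated at 1500/well and incubated overnight at 37 °C, then exposed to library compounds for 90 min at 37 °C. Detection reagent was added for 30–60 min at room temperature, and luminescence was read.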
* marks the source's active call; other numbers are inactive results; i = inactive; ? = inconclusive; nt = no result given; & = joins results of further samples; [ ] = remark or other dose. Unless noted, calls come from the whole dose curve; as a rule, active = well fitted curve in the direction sought with a large enough effect; inconclusive = small, poorly fitted or top-dose-only effect, or another doubt; inactive = no such curve, though single readings can be large; an effect the other way counts as inactive or inconclusive. An excerpt; count on the stated rates, not on these rows.

Under each structure: PTHR1 agonist, GLP1R inv ag, KB-V1 MDR tox, D3 antag, aSyn yeast inh, HEK293 tox, TDP43 rescue, GLP1R ag, D3 ag
COc1ccc(-c2c(C)nn(-c3ccccc3)c2N)cc1OC
 : i, 1.2%, -24.1%, -8.1, -0.9%, -12.4%, 8.4%, 4.6%, -16.1
COc1cc(/C=N/NS(=O)(=O)c2ccc3ccccc3c2)ccc1OCc1ccc(C(=O)O)cc1
 : -27.4%, 2.51µM*, -1.2%, 0.3, 2.5%, 5.2%, -6.4%, -8.7%, 7.7
COc1cccc2cc(-c3nc4sc(C(=O)Nc5ccc(F)cc5F)c(C)c4c(=O)[nH]3)c(=O)oc12
 : ?, 0.4%, 17.7%, nt, nt, 21.3%, 6.3%, nt, -0.1
COCCSc1ccccc1C(=O)Nc1cccnc1
 : i, 12.4%, 17.3%, -0.5, -4.0%, -6.6%, -13.6%, -1.2%, -1.6
O=C(COC(=O)C1CCC1)Nc1ccc(OC(F)F)cc1
 : i, 2.6%, 12.2%, 1.8, -1.1%, -0.1%, -1.2%, -3.6%, 2.4
COc1ccc(S(=O)(=O)N(C)[C@H]2C[C@H]3c4cc(Oc5ccccc5C)ccc4CCN3C(=O)[C@H]2[C@H](C)O)cc1
 : -38.0%[inhibitor], 14.1%, -18.3%, -23.7, 10.0%, -10.3%, ?, -2.2%, -1.2
CCn1c(SCC(=O)Nc2ccc(NC(C)=O)cc2)nc2c1c(=O)n(C)c(=O)n2C
 : i, 37.7%[activator], 12.2%, -3.7, -3.7%, 0.0%, 6.2%, 17.6%, -3.9
O=C(Cn1cc([N+](=O)[O-])cn1)NCc1ccco1
 : ?, 11.9%, -6.0%, -3.8, -1.5%, 7.2%, -1.2%, -3.9%, 1.6
COc1cccc(O)c1CN1CCCC(C(=O)c2cccc(C(F)(F)F)c2)C1 (stereo unspecified)
 : -13.3%, 12.6µM*, ?, -19.4, -5.4%, ?, -16.7%[0.397 µM], 20.0%, -25.0
Clc1cc(Cl)cc(CSc2nnc(-c3sccc3-n3cccc3)o2)c1
 : -4.4%, 2.9%, -26.8%, 8.4, 9.3%, 11.7%, 16.1%, 2.7%, 4.5
O=C(CCc1ccccc1)NNC(=O)COc1ccc(Br)cc1
 : -17.0%, -13.4%, 12.0%, 2.3, -0.5%, -3.9%, -9.6%, 5.1%, -3.2
CCOc1ccccc1NC(=O)Cn1nc2c3cc(F)ccc3n(Cc3cccc(C)c3)cc-2c1=O
 : i, 5.2%, 11.2%, nt, nt, -11.0%, -4.1%, nt, 0.2
O=C(Nc1cccc(S(=O)(=O)C(F)F)c1)c1ccc(S(=O)(=O)N2CCOCC2)cc1
 : -1.7%, -6.5%, -0.4%, -24.0, -1.7%, 6.7%, -9.0%, -2.1%, -1.1
Cc1onc(-c2c(F)cccc2Cl)c1C(=O)Nc1nccs1
 : -17.3%, -27.1%, -14.9%, 68.6, 2.1%, -12.8%, -4.9%, 10.4%, 6.0
C/C(=N\NC(=O)c1cc(C)[nH]n1)c1ccc(-c2ccccc2)cc1
 : -8.7%, ?, 18.5%, -3.4, -3.6%, -9.0%, 3.9%, 11.5%, -2.0
COc1ccccc1CNC(=O)C1CCN(C(=O)N(C)C)CC1
 : i, -0.8%, -20.0%, 16.9, 1.8%, 4.0%, -6.4%, 16.6%, 10.9
CCOC(CNc1ncnc2c1cnn2C)OCC
 : i, -21.4%[7.66 µM], -9.1%, -2.3, -4.8%, 8.6%[7.66 µM], -3.6%, -0.1%, -3.3
O=C(COc1ccccc1)N(Cc1ccco1)c1ccc(O)cc1
 : -18.9%, ?, -38.2%, 0.8, -0.5%, -0.1%, -3.9%, 34.6%, 2.3
CCOC(=O)c1cnn(-c2ncnc3sc(CC)cc23)c1N
 : -3.6%[57.5 µM], 5.5%, 4.4%, 5.7, -4.9%, 2.5%, -3.6%, -7.0%, 8.5
Cc1ccc(S(=O)(=O)NCC(=O)OCC(=O)NCc2ccc(F)cc2)cc1
 : -14.5%, 2.9%, 12.3%, -18.1, -5.3%, -9.1%, -11.7%, -3.5%, -7.8
O=C(N/N=C/c1ccc(F)cc1)c1cccc(NC(=O)c2ccc(F)cc2)c1
 : -21.1%, ?, -29.8%, -14.0, -1.1%, ?, 12.0%, 19.8%, -33.3
O=[N+]([O-])c1cccc2c(N3CCCC3)ccnc12
 : -20.0%, -14.6%, ?, -7.5, 3.5%, ?, 18.8%, 1.0%, 2.5
CCCCCOc1ccc(/C=N/NC(=O)c2nnn(-c3nonc3N)c2CN2CCCCCC2)cc1
 : i, 35.6%[activator], 15.0%, 0.0, 6.9%, -0.8%, 10.8%, -0.6%, 0.2
COc1c(N2CCN(C(=S)Nc3ccccc3F)C(C)C2)c(F)cc2c(=O)c(C(=O)O)cn(C3CC3)c12 (stereo unspecified)
 : -23.9%, ?, -11.4%, -6.3, 4.6%, -2.8%, -1.4%, 15.4%, 5.8
COc1cccc(CN(C)C(=O)c2ccc(NC(=O)CC3SC(N4CCCCC4)=NC3=O)cc2)c1OC (stereo unspecified)
 : -16.1%, 5.5%, 0.0%, -4.7, 2.2%, 1.4%, 18.2%, 13.3%, 4.9
COC(=O)c1cc2c(ccn2-c2ccc(F)cc2)n1C(C)C
 : i, 5.7%, 4.9%, 9.0, 0.5%, -16.1%, 0.0%, 3.5%, 0.1
Cc1ccc(-c2noc(CN(C(=O)c3cccs3)C(C)C)n2)cc1
 : 12.6%[57.5 µM], ?, -19.5%, 8.9, 2.8%, 2.5%, 11.4%, 6.5%, 6.9
Cc1nc2ccc(S(=O)(=O)c3ccc4nc(C)[nH]c4c3)cc2[nH]1
 : i, 23.7%, 29.0%, -4.5, -3.4%, 11.0%, 8.9%, 14.6%, 3.4
CCN(CC(=O)NC1CCS(=O)(=O)C1)S(=O)(=O)c1ccc(Br)cc1 (stereo unspecified)
 : ?, -0.7%, -3.6%, 0.0, -10.3%, 17.3%, 0.0%, -2.5%, -7.7
Cc1ccc(C)c(NC(=O)CN2C(=O)NC(C)(c3ccc4c(c3)OCCO4)C2=O)c1 (stereo unspecified)
 : -2.2%, -1.6%, 29.0%, -19.1, -0.2%, -5.5%, 0.7%, 2.4%, -0.1
CCOC(=O)N1CCC(NC(=O)c2ccc3c(c2)N(Cc2ccccc2)CCS3)CC1
 : -21.3%, ?, -21.1%, -11.6, -4.3%, -12.0%, 0.0%, 7.0%, 1.8
COc1ccc(S(=O)(=O)N(CC(=O)NCCc2ccccc2)c2ccc(Cl)cc2)cc1
 : i, 18.4%, ?, nt, nt, 3.3%, -2.9%, 1.0%, -11.4
CCn1cc2nc(SCC(=O)Nc3ccc(OC)cc3OC)n(Cc3ccc(OC)cc3)c(=O)c2n1
 : -22.0%, ?, ?, 0.0, 2.7%, -28.8%, -13.5%, 26.4%, -13.0
Cc1cccc(N2CCN(C(=O)c3ccc4c(c3)CCN4S(=O)(=O)c3ccccc3)CC2)c1C
 : -37.3%[inhibitor], 7.94µM*, ?, nt, nt, -2.9%, 18.4%, nt, -0.3
CC(=O)N1CCc2cc(Br)cc(S(=O)(=O)NCCc3ccc(Cl)cc3)c21
 : i, 9.6%, 15.7%, nt, nt, 0.1%, ?, nt, 0.3
O=C(O)c1ccc2oc(=O)n(Cc3ccccc3)c2c1
 : i, 12.9%, 3.1%, nt, nt, -15.9%, 10.5%, nt, 7.6
Cc1ccc(CNC(=O)CN2C(=O)NC(C)(c3ccccc3Cl)C2=O)cc1 (stereo unspecified)
 : i, -24.1%, 10.6%, -7.0, -2.1%, 0.5%, -3.7%, 7.1%, 10.0
CCOC(=O)N1CCN(c2ncnc3c2cnn3-c2ccc(OC)cc2)CC1
 : -82.2%[inhibitor][57.5 µM], 6.3%, -44.2%, -5.6, -14.8%, 2.3%, -1.9%, -0.7%, 19.6
CCCNC(=O)Nc1cc(OC)c(OC)cc1Cc1nccc2cc(OC)c(OC)cc12
 : i, 23.2%, 6.8%, -6.4, -3.8%, 13.6%, -0.3%, -2.9%, -3.9
NC(=O)c1ccc(OCC(F)(F)C(F)(F)C(F)(F)C(F)(F)C(F)(F)C(F)F)cc1
 : i, ?, -18.6%, 4.7, 0.8%, -10.0%, -22.2%, -2.9%, 0.3
O=C(Nc1ccc2oc(-c3ccccc3)nc2c1)c1ccncc1
 : -84.6%[inhibitor], 17.2%, 8.2µM*, 28.9, -0.9%, -9.8%, 3.7%, -3.9%, -3.6
COc1ccc(C(=O)NC(=S)Nc2ccc(CN3CCOCC3)cc2)cc1Cl
 : -5.3%, ?, -13.0%, 0.0, 2.1%, ?, -2.9%, 9.3%, -2.9
COC(=O)c1ccc(/C=C/C(=O)c2ccc(OC)cc2)cc1
 : -10.7%[57.5 µM], 6.2%, ?, -28.3, 1.4%, 3.5%, -4.8%, -19.8%, -17.3
CCOC(=O)[C@]12CCC=C1N(Cc1cccc3ccccc13)C(=O)[C@H](CC(=O)N1CCOCC1)C2
 : -1.6%, ?, 5.2%, -23.6, -0.2%, -4.1%, 24.2%, -0.9%, -10.0
O=C(NCCc1ccccc1)c1ccc(CS(=O)(=O)c2ccc(Cl)cc2)o1
 : -21.5%&-10.3%, ?, 2.7%, 10.1, -5.4%, 4.0%&1.9%, 2.7%&-3.6%, -8.2%, -6.7&-21.8
CCOC(=O)C(=O)N(C)c1c(CC)nc2c(OCc3ccc(OC)cc3)cccn12
 : -22.9%, 4.7%, -1.7%, -26.8, -7.0%, 7.9%, 10.3%, -5.0%, -5.7
CCOC(=O)c1[nH]c2ccccc2c1NC(=O)c1cc(Cl)ccc1Cl
 : -14.5%, ?, 10.2%, nt, nt, -19.3%, 3.2%, -1.9%, 1.1
CC(=S)/C=C1\Sc2ccccc2N1C
 : i, 17.2%, 10.5%, -22.1, -28.9%, -29.8%, 11.0%, 0.4%, -15.9

Screens as filed in PubChem BioAssay.
